# Bioassay records as filed in PubChem.
# GDH-TPI counter: counter-screen for M. tuberculosis FBA inhibitors: GDH-TPI coupled enzymes; inhibition, % at 4.8 µM; 360,000 tested, 1.2% active; GDH-TPI coupled enzyme counterscreen, NADH absorbance;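 note: 0% = DMSO wells and 100% = wells lacking the enzyme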
# UGM FP inh: Mtb UDP-galactopyranose mutase inhibition; P9WIQ1; purified UGM, fluorescence polarization probe displacement; inhibition, % at 10 µM; 320,000 tested, 0.06% active; AID 504406; in the data active = inhibition above about 10%, passing the limit was not always enough; inconclusive = no clear call, values can overlap the other calls
# Target sequence (P9WIQ1 whole entry, looked up): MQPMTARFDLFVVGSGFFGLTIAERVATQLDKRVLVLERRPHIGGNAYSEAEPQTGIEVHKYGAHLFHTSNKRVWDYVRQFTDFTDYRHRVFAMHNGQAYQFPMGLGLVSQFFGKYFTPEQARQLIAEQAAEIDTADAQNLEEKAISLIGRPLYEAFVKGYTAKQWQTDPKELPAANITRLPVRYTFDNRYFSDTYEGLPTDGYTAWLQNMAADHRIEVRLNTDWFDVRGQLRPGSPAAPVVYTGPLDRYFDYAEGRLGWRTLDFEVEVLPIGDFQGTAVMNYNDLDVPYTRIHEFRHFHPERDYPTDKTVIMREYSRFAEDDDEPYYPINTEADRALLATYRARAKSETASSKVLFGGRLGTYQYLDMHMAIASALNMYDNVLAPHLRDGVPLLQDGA
# BoNT-F LC inh: BoNT F light chain protease inhibition | Multiplex microsphere protease cleavage assay, flow cytometry | inhibition, % at 10 µM | 360,000 tested, 0.22% active | AID 588497; in the data active = inhibition above about 35%, passing the limit was not always enough; inconclusive = no clear call, values can overlap the other calls; note: plate controls were buffer without enzyme for full effect and enzyme alone for no effect
# CCHFV vOTU inh: blocks the CCHF virus ovarian tumor domain protease; 370,000 tested, 0.55% active; inhibition, % at 11.5 µM; CCHFV vOTU protease, Pep-AMC fluorescence; AID 651958; note: 0% = vehicle wells with enzyme and 100% = no enzyme wells
# BoNT-A LC inh2: inhibitors of Botulinum neurotoxin A light chain protease | multiplex microsphere protease substrate cleavage, flow cytometry | inhibition, % at 10 µM | 360,000 tested, 0.17% active | AID 588499; in the data active = inhibition above about 30%; inconclusive = no clear call, values can overlap the other calls; note: plate controls were buffer without enzyme for full effect and enzyme alone for no effect
# FadD28 FP inh: M. tuberculosis FadD28 bisubstrate binding inhibition; FadD28 bisubstrate probe binding, fluorescence polarization; inhibition, % at 12.5 µM; 360,000 tested, 0.22% active; in the data active = inhibition above about 8.5%, passing the limit was not always enough; inconclusive = no clear call, values can overlap the other calls
# Mtb FBA inh: Mtb fructose-bisphosphate aldolase inhibition. P9WQA3. purified M. tuberculosis FBA, fluorescence read-out. inhibition, % at 1 µM. 360,000 tested, 2.3% active; in the data active = inhibition above about 27%;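 note: 0% = vehicle and 100% = reference inhibitor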
# Target sequence (P9WQA3 whole entry, looked up): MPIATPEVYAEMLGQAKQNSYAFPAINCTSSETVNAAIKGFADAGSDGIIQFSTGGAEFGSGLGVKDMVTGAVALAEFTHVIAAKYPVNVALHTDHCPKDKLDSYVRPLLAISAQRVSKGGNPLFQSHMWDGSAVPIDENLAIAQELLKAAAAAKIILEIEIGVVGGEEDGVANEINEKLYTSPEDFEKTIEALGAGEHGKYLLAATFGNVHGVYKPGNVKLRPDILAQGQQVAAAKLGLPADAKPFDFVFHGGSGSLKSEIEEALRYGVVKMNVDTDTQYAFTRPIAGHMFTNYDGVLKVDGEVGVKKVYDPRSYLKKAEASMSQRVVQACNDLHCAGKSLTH
# PrPC surface inh: inhibitors of human cell surface prion protein PrPC; AID 720596; 370,000 tested, 0.43% active; TR-FRET read-out; P04156; inhibition, % at 13.8 µM; in the data active = inhibition above about 24%; note: 0% = median of the test wells and 100% = reference compound wells
# Mtb BioA inh: inhibitors of Mycobacterium tuberculosis BioA enzyme; purified M. tuberculosis BioA enzyme, plate reader; inhibition, % at 9.99 µM; 360,000 tested, 0.096% active; AID 602481; in the data active = inhibition above about 40%; inconclusive = no clear call, values can overlap the other calls
# Starred values were filed as active, the others as inactive; ? = inconclusive; . = not tested or not shown; & = joins results of further samples. Cut-off read from the data, not from the text of the source, unless noted: active = inhibition above about 30%; inactive = the rest. The order is random. Share with any hit: about 4.8%.
# Below each SMILES: GDH-TPI counter, UGM FP inh, BoNT-F LC inh, CCHFV vOTU inh, BoNT-A LC inh2, FadD28 FP inh, Mtb FBA inh, PrPC surface inh, Mtb BioA inh
- COc1ccccc1N1CCN(S(=O)(=O)CCNC(=O)CC2CCCC2)CC1
    3.6, ., -5.4, -5.1, -0.3, -1.0, -1.8, -1.6, -1.4
- C[C@H](NC(=O)c1ncn2c1c(=O)[nH]c1ccc(Br)cc12)c1ccccc1
    14.7, ., -2.0, 11.1, -0.5, 1.3, 20.8, 2.7, -1.0
- Cc1cccc(NC(=O)C2CC(=O)n3ncnc3N2)c1 (stereo not drawn)
    -2.3, -1.8, ?, 13.3, 1.0, -4.2, -3.0, 8.7, 7.4
- Cc1cccc(C(=O)Nc2nnc(Cc3ccccc3)s2)c1
    7.1, -1.9, 4.0, -0.4, 0.4, -6.2, -0.5, -6.1, -1.6
- Cc1cc(C)cc(NC(=O)C2C3C=CC4(O3)C2C(=O)N(CCCN(C)C)C4C(=O)NC2CCCC(C)C2C)c1 (stereo not drawn)
    -5.4, 2.5, 12.8, 17.9, 0.4, 0.0, 0.0, 6.8, 0.9
- Nc1cc(Br)c(N)c(Br)c1
    -4.1, -2.4, -9.4, 2.1, -2.0, -1.7, 4.7, -3.6, -0.1
- O=C(Nc1ccccc1)c1ccc(=O)[nH]n1
    4.6, 1.5, -12.0, -3.4, 0.0, -0.3, -0.3, 3.0, -1.9
- CCOc1ccc(CN(C)CC(=O)Nc2ccccc2C(=O)NC2CC2)cc1
    -2.1, ., 3.6, 1.2, 1.4, -2.3, -1.1, -0.8, 0.7
- OCC1(Cc2ccc(F)cc2F)CCCN(CCCc2ccccc2)C1 (stereo not drawn)
    12.8, 0.2, 15.1, 3.0, 0.2, -0.2, 0.2, 6.1, -2.3
- COc1cc(-n2ccnc2SC)c(Cl)cc1Cl
    10.1, 0.7, -5.1, 3.5, -0.5, -4.9, -1.9, 0.4, 0.3
- CC(=O)NCCCc1nc2ccccc2n1Cc1ccccc1C
    -0.7, -1.1, -2.2, -12.8, ?, -0.1, -1.4, -2.7, 7.6
- Nn1c(SCC(=O)Nc2cccnc2Cl)nnc1-c1ccccc1
    7.5, -0.7, -1.6, ., -0.5, -2.8, 3.6, ., 0.6
- CN(C)CCCN1c2ccccc2Sc2ccc(Cl)cc21
    5.3&-1.4, -1.7&-0.2, -6.7&-4.4, -2.9&-3.4, -0.2&-0.2, -2.7&-0.5, -3.4&8.5, 1.1&-1.7, 0.9&3.3
- CC1CCCCC1NC(=O)CCn1c(=O)sc2ccccc21 (stereo not drawn)
    3.5, -4.3, 4.7, 23.3, 0.4, -3.0, -0.2, -3.8, 3.2
- Cc1ccc(NC(=O)CCNS(=O)(=O)c2ccc3c(c2)CCC(=O)N3)cc1
    6.0, -2.6, -3.7, -1.9, -0.3, -0.8, 1.1, 8.5, 0.1
- CN(C(=O)CN1CC=C(c2ccccc2)CC1)c1c(N)n(Cc2ccccc2)c(=O)[nH]c1=O
    -5.8, -2.0, -1.8, -7.3, 0.0, -1.8, -0.3, -4.8, .
- CS(=O)(=O)N(CC(=O)N1CCCCCC1)c1cccc(F)c1
    0.0, 0.3, ?, -1.6, 0.1, -2.9, 2.0, -0.1, -0.4
- Cc1cc(C)nc(N/N=C/c2ccccc2OCC(=O)O)n1
    21.2, 0.2, ?, -0.4, 0.5, 0.1, -0.3, -4.0, .
- O=C1CCC(N2C(=O)c3ccccc3C2=O)C(=O)N1 (stereo not drawn)
    -2.4, 0.3, -0.1, 6.7, -0.2, 0.3, 3.1, 11.4, -0.7
- N#C/C(=C\c1ccco1)C(=O)Nc1cccc2ncccc12
    33.0*, -1.6, 0.7, 1.7, 0.5, -4.3, 2.8, -3.9, .
- NC(=O)c1c(NC(=O)c2cccc(N3C(=O)CCC3=O)c2)sc2c1CCCCC2
    1.7, 0.7, -5.4, -9.8, -2.6, -3.8, -0.5, -4.2, -5.3
- Cc1ccc(C(C)NC(=O)c2cc3ccccc3oc2=O)cc1C (stereo not drawn)
    23.4, -1.2, 4.3, -0.6, 2.0, -1.5, 4.4, 5.6, 0.0
- CC1CC(C)CN(C(=O)COC(=O)c2ccc([N+](=O)[O-])o2)C1 (stereo not drawn)
    5.4, -0.6, -2.4, 13.1, -1.0, ., -0.9, -29.5, -0.3
- CCOc1cc(/C=C2\SC(=S)N(C(C(=O)O)c3ccccc3)C2=O)ccc1O (stereo not drawn)
    37.5*, -10.6, -3.8, 27.6, 0.4, -2.7, -18.4, -4.4, 10.8
- CCC(C)NC(=O)C1CCN(S(=O)(=O)N2CCC3(CC2)OCCO3)CC1 (stereo not drawn)
    -7.7, -2.4, -2.2, 8.5, -0.4, -2.9, 0.0, -4.7, .
- O=C(N/N=C/C(Br)=C/c1ccccc1)c1cc(-c2ccco2)[nH]n1
    10.7, 0.5, -2.3, 3.1, -0.2, -8.4, -0.3, 1.0, .
- COC(=O)CCc1nc2c(C#N)c(-c3ccc(Cl)cc3)ccn2n1
    5.6, -3.0, -0.4, -1.9, -0.2, -3.2, 16.0, -13.0, 7.2
- Cc1ccc(-c2noc(C3CCN(C(=O)Nc4ccc(C#N)cc4)CC3)n2)o1
    -7.1, -1.6, -4.3, -17.5, -1.1, -4.5, 0.4, -4.0, .
- COc1ccc([N+](=O)[O-])cc1N(CC(=O)NCCSc1ccc(C)cc1)S(C)(=O)=O
    -0.9, -0.3, 4.5, -2.5, -0.1, -5.3, -1.0, -12.2, .
- COC(=O)c1ccc(C2/C(=C(/O)c3ccc(OC(C)C)cc3)C(=O)C(=O)N2c2cc(C)on2)cc1 (stereo not drawn)
    13.7, 0.0, -11.9, 17.7, -0.1, -2.2, 0.4, 4.4, 1.8

# Random excerpt: 2 records from the list
# Below each SMILES: GDH-TPI counter, UGM FP inh, BoNT-F LC inh, CCHFV vOTU inh, BoNT-A LC inh2, FadD28 FP inh, Mtb FBA inh, PrPC surface inh, Mtb BioA inh
- N#C/C(=C\c1ccco1)C(=O)Nc1cccc2ncccc12
    33.0*, -1.6, 0.7, 1.7, 0.5, -4.3, 2.8, -3.9, .
- CC1CC(C)CN(C(=O)COC(=O)c2ccc([N+](=O)[O-])o2)C1 (stereo not drawn)
    5.4, -0.6, -2.4, 13.1, -1.0, ., -0.9, -29.5, -0.3

# The list goes on:
# Below each SMILES: GDH-TPI counter, UGM FP inh, BoNT-F LC inh, CCHFV vOTU inh, BoNT-A LC inh2, FadD28 FP inh, Mtb FBA inh, PrPC surface inh, Mtb BioA inh
- CCOC(=O)c1ccc(NC(=S)N(Cc2cccnc2)Cc2ccco2)cc1
    -8.5, 0.2, -7.5, -4.3, -0.9, -3.0, -5.8, 4.4, 2.5
- Cc1cc(C)c(NC2=CC(=O)CC(C)(C)C2)c(C#N)c1
    11.9, 3.1, -1.5, -10.0, -0.6, -1.0, 4.2, -5.7, -3.6
- O=C(Cn1c(-c2ccccn2)nc2ccccc21)N/N=C/c1cccnc1
    0.0, 0.2, ?, -3.6, -5.9, -0.5, 4.5, -6.7, -1.5
- O=C(Nc1ccc2c(c1)OCO2)C1CCN(C(=O)c2ccc([N+](=O)[O-])cc2)CC1
    0.7, 2.4, -3.3, -8.3, -0.2, -1.5, 1.8, -15.0, .
- CCN(c1ccccc1)S(=O)(=O)c1ccc(OC)c(OC)c1
    7.2, 0.8, -5.8, ., -0.5, -3.3, -1.7, ., .
- Cc1ccccc1CSCC(=O)Nc1ccccc1F
    -12.6, -1.1, ?, -1.4, -3.7, -4.1, -4.5, -2.0, 0.0
- O=C(c1cc(-c2ccncc2)nc2ccc(Cl)cc12)N1CCN(Cc2ccc3c(c2)OCO3)CC1
    1.2, -0.2, -2.9, 2.2, 0.7, -1.1, 3.1, 5.8, .
- COc1ccc(C(=O)Nc2cc3c4c(c2)CC(=O)N4CCC3)c(OC)c1
    4.6, -0.6, ., ., ., -0.2, 6.7, ., 0.4
- CCCS(=O)(=O)NC(=O)C1(C)CCN(C(=O)c2c(F)ccc(C)c2F)C1 (stereo not drawn)
    -1.3, ., -10.7, 16.1, -1.3, -2.3, 0.6, 0.1, 0.3
- O=C(c1ccc2c(=O)n3c(nc2c1)CCCCC3)N1CCN(Cc2ccccc2)CC1
    1.8, -0.8, 10.7, 3.6, 0.6, 0.0, 2.1, -3.1, 0.1
- O=C(c1ccc(Cl)cc1)N1CCC2CC1c1cc(-c3ccccc3)ccc12 (stereo not drawn)
    3.1, ., -0.6, 14.4, -0.3, 0.0, 1.1, 8.7, -2.9
- CCc1nnc(NC(=O)c2c(OC)cccc2OC)s1
    1.4, -2.9, 1.8, -12.1, -0.2, -1.3, 2.6, -0.4, -0.7
- CCOC(=O)c1sc(NC(=O)C2CC(=O)N(c3ccc(OC)cc3)C2)nc1C (stereo not drawn)
    0.0, 0.2, -7.2, 2.5, 0.5, -3.5, -2.0, -9.6, 1.7
- CCOC(=O)c1c(C)[nH]c(C)c1C(=O)COC(=O)[C@@H]1CCCN1S(=O)(=O)c1ccc(Cl)cc1
    -10.4, 1.1, 1.6, -12.0, -0.9, -3.2, -5.4, 2.2, -0.2
- O=C(CCN1CCC(c2ccc(Cl)s2)=N1)c1ccc(Cl)s1
    6.1, 4.3, -17.6, -9.9, -1.6, -4.4, 0.7, 8.6, -2.3
- O=C1CSCC(=O)N1c1ccccc1
    -15.5, 0.8, -0.8, 0.2, -0.3, -3.1, -0.3, -4.2, .
- Nc1cc(=O)[nH]c(SCC(=O)Nc2cccc(S(=O)(=O)N3CCCCC3)c2)n1
    3.5, 0.4, -8.8, -6.2, -0.2, -2.2, 3.5, -3.2, .
- CCOc1ccc(CNC(=O)c2nnc(CS(=O)(=O)c3ccccc3)o2)cc1OC
    -6.0, 0.5, -4.8, 10.7, -0.6, -1.1, -1.4, 1.1, -0.1
- COC(=O)c1c(NC(=O)c2ccc(C)cc2)sc(Cc2ccccc2)c1C
    -2.6, 0.2, 10.8, 3.3, -0.6, -0.2, 2.8, 10.4, -3.1
- CC1Oc2ccccc2N(CC(=O)NCc2cccs2)C1=O (stereo not drawn)
    -10.8, 0.0, 0.2, 10.7, 0.3, -2.0, 4.8, 3.0, 0.6
- COc1ccccc1N1CCN(C(=O)c2c(-c3c(Cl)cccc3Cl)noc2C)CC1
    5.6, 2.7, 16.0, -4.2, -0.7, 0.4, 3.6, 5.6, 1.3
- Cc1occc1C(=O)Nc1cccc(C(=O)O)c1
    -2.1, -0.9, -1.2, -13.6, -0.1, -5.5, -1.7, 0.3, 0.3
- CN(C)c1ccc(CN(C)C2CCCCC2)cc1
    -1.2, 1.3, -9.0, 7.3, -0.2, -1.3, -2.6, 2.2, 0.2
- CCN(CC1CCCN(CCc2cccc(OC)c2)C1)C(=O)c1ccc(COC)o1 (stereo not drawn)
    -4.2, 0.6, 4.1, 2.2, 0.7, -5.0, -2.4, -10.0, -0.6
- CCOc1ccc(C(=O)CCC(=O)Nc2ccc(C)c(S(=O)(=O)N3CCCCC3)c2)cc1
    2.8, ., 4.5, 2.1, 3.0, -0.4, 1.5, 7.0, -1.5
- Cc1c(C(=O)N(C)C)sc2nc(-c3ccccn3)[nH]c(=O)c12
    17.6, -0.6, -9.5, 13.6, -0.1, -3.6, 10.6, -5.4, -2.4
- O=C(Nc1cccc(Cl)c1)C1CCCN(c2cnccn2)C1 (stereo not drawn)
    6.6, -1.0, 4.0, 8.5, 0.0, -2.6, 3.0, -2.8, 10.7
- CC(=O)Nc1ccc(NC(=O)CCCc2ccccc2)cc1
    -4.1, -0.2, 22.9, ., 1.8, 0.7, -0.7, ., -1.0
- Cc1ccccc1OCc1nc(-c2ccc(Br)o2)no1
    9.4, -0.8, -2.9, 2.8, -1.0, -0.7, -0.2, -1.9, 1.3
- COCCC(=O)N1CCC(Oc2ccc(C(=O)NC(C)CCn3cccn3)cc2)CC1 (stereo not drawn)
    -1.0, 2.2, 7.8, -15.4, 3.2, -0.4, 1.5, 2.6, -0.5
- O=C(CCS(=O)(=O)c1cccc2nonc12)N1CCN(c2ccc(F)cc2)CC1
    6.5, 1.0, -3.4, -7.6, -0.1, -1.6, -4.2, -28.1, -0.1
- COC(=O)c1c(NC(=S)NC(=O)c2ccco2)sc2c1CCCC2
    9.0, -1.2, -1.6, 13.8, -1.2, -1.4, -1.0, 4.7, .
